H9c2 TAG inh: triacylglycerol accumulation inhibition | 230,000 compounds, 0.66% hits | H9c2 cells, Nile Red lipid (TAG) fluorescence; cells loaded with 200 µM oleic acid | inhibition, % at 12.5 µM;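 active = pattern-corrected inhibition of lipid staining of at least 50% with the nuclear-stain viability signal not falling by more than 50%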;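 also: 0% = DMSO wells and 100% = triacsin C control wells; some results filed as inactive read as strong as hits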
H9c2 TAG inh DAPI viability: also measured in H9c2 TAG inh; calls as there; DAPI nuclei signal change (viability), lower = more cytotoxic, %;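 whole-well DAPI fluorescence read on a plate reader as a viability signal; minus 50 percent equals half of cells still viable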
* = called active by the depositor. An excerpt; the hit share may differ from the screen's.

The opening 5 compounds (preview)
Each structure is followed by: H9c2 TAG inh DAPI viability	H9c2 TAG inh
> COC(=O)c1ccc(C(=O)Nc2ccc3nc(-c4cccnc4)[nH]c3c2)cc1
 : -1	20
> Cc1cccc(-c2nc(CSCC(=O)NCc3cccs3)c(C)o2)c1
 : -34	8
> NS(=O)(=O)c1ccc(CCNC(=O)COC(=O)/C=C/c2ccc(OC(F)F)cc2)cc1
 : 2	-4
> Cc1ccccc1SCC(=O)OCC(=O)N1CC(=O)Nc2ccccc21
 : -5	-1
> NNC(=O)c1nc(Cl)c(Cl)c(N)c1Cl
 : 2	1

The listing, repeating the preview:
Each structure is followed by: H9c2 TAG inh DAPI viability	H9c2 TAG inh
> COC(=O)c1ccc(C(=O)Nc2ccc3nc(-c4cccnc4)[nH]c3c2)cc1
 : -1	20
> Cc1cccc(-c2nc(CSCC(=O)NCc3cccs3)c(C)o2)c1
 : -34	8
> NS(=O)(=O)c1ccc(CCNC(=O)COC(=O)/C=C/c2ccc(OC(F)F)cc2)cc1
 : 2	-4
> Cc1ccccc1SCC(=O)OCC(=O)N1CC(=O)Nc2ccccc21
 : -5	-1
> NNC(=O)c1nc(Cl)c(Cl)c(N)c1Cl
 : 2	1
> Cc1nc(CNS(=O)(=O)c2ccc3c(c2)CCCC3)cs1
 : -6	-19
> COc1ccc(C)cc1C(=O)CCC(=O)NC1CCCCC1
 : -11	4
> NS(=O)(=O)c1ccc(CCNCC(=O)NC2CC2)cc1
 : 0	0
> Cc1csc(=O)n1CC(=O)OCC(=O)NCc1ccc(F)cc1
 : 5	7
> COc1ccc(OCCNC(=O)C2(C)CCN2Cc2ccc3ccccc3c2)cc1 (stereo not given)
 : -1	-3
> CCC(=O)N1CCN=C1SCc1ccccc1Cl
 : -8	-1
> Cc1ccc(C(=O)OCC(=O)NCCc2ccccc2)cc1S(=O)(=O)N1CCOCC1
 : -7	13
> O=C(O)CC1(CC(=O)N2CCN(CCO)CC2)CCCC1
 : 9	5
> COc1cccc(N2C(=O)C3CCCN3C2c2ccc(F)cc2)c1 (stereo not given)
 : -3	6
> O=C(CSc1ncccc1C(=O)O)NC1CCCCCCC1
 : 5	3
> COc1cccc(CN2CCN(C(=S)NCc3ccc(Cl)cc3)CC2)c1
 : 20	-7
> CC1CCCCC1NC(=O)COC(=O)CCC(=O)c1cccs1 (stereo not given)
 : 5	-14
> COc1ccc(CN(C)C(=O)c2ccc(NS(=O)(=O)c3ccc(F)cc3)cc2)c(OC)c1
 : 1	-9
> COC(=O)c1cc(Oc2ccc(C(=O)OC)cc2N)cc(C(=O)OC)c1
 : -5	12
> CCc1nc(C)cn1S(=O)(=O)c1cc(Br)ccc1OC
 : -12	-5
> NC(=O)CC(NC(=O)Cc1ccc(Br)cc1)c1ccc(NC2CC3CCC2C3)c([N+](=O)[O-])c1 (stereo not given)
 : -12	-3
> CCN(CC(=O)Nc1cc(Cl)ccc1C)C(=O)COc1ccccc1F
 : -7	5
> Cc1ccc(S(=O)(=O)N2CCCCC2)cc1NC(=O)c1ccc(=O)[nH]c1
 : 1	13
> O=C(NCc1ccc2c(c1)OCO2)Nc1ccc2ccccc2c1
 : 5	-31
> COc1ccc(CNC(=O)C2CC=CCC2C(=O)O)cc1OC (stereo not given)
 : -2	8
> CSc1nc(N2CCOCC2)cc(N2CCOCC2)n1
 : -4	22
> Cc1ccc2nc(C(=O)N3CCc4c([nH]c5ccccc45)C3c3ccccn3)cn2c1 (stereo not given)
 : -17	11
> COc1ccc2nc(SCC(=O)NC(C)C)[nH]c2c1
 : -2	10
> CCCCN(C)CCCNC(=O)c1cn(CC)c2ccc(S(=O)(=O)N3CCc4ccccc4C3)cc2c1=O
 : 7	22
> CC(C)CCCN1C(Nc2ccccc2)=NC[C@@H]1Cc1ccccc1
 : 16	6
> CCCc1c(O)nc(SCC(=O)NCc2ccco2)[nH]c1=O
 : -5	-4
> CC1(C(=O)NCc2ccc3c(c2)OCO3)CCN1Cc1csc2ccccc12 (stereo not given)
 : 1	0
> COc1ccc(S(=O)(=O)N(CCc2ccccc2)CC(=O)N2CCOCC2)cc1
 : -9	12
> CC(=O)Nc1cccc(-c2ccnc3c2CC(C)(C(=O)Nc2cccc(C(C)=O)c2)O3)c1 (stereo not given)
 : -1	-7
> COc1ccc(F)cc1CN1CCN(c2ncnc3scc(-c4ccccc4)c23)CC1
 : 9	0
> CCC(=O)Nc1cc2nn(-c3ccc(C)cc3)nc2cc1C
 : 20	3
> COc1cc(/C=N/Nc2nc(C)cc(C)n2)cc(OC)c1OC
 : 2	9
> CC(NC(=O)Cc1ccccc1)c1nc2ccccc2[nH]1 (stereo not given)
 : -8	6
> Cc1c(Cl)ccc2sc(NC(=O)C3CC3)nc12
 : -1	-1
> O=C(Nc1sc2c(c1C(=O)NCCCO)CCCC2)c1ccccc1
 : 0	13

Brought forward from above: 2 compounds; new compounds follow.
Each structure is followed by: H9c2 TAG inh DAPI viability	H9c2 TAG inh
> Cc1c(Cl)ccc2sc(NC(=O)C3CC3)nc12
 : -1	-1
> O=C(Nc1sc2c(c1C(=O)NCCCO)CCCC2)c1ccccc1
 : 0	13
> Cc1nn(CC(=O)NC2(C)CCS(=O)(=O)C2)c(C)c1S(=O)(=O)N(C)C (stereo not given)
 : -1	3
> COc1ccccc1/C=C/C(=O)OCC(=O)NC1CC1
 : -1	-8
> CN1CCN(C(c2cccs2)c2nnnn2Cc2ccc(F)cc2)CC1 (stereo not given)
 : 5	-8
> COCCCn1c(=S)[nH]c2c(sc3ccccc32)c1=O
 : 15	1
> Cc1cc(Cl)ccc1-c1nc(NC(C)C)nc2ccsc12
 : 9	-4
> O=c1[nH]c(=O)c2cn[nH]c2[nH]1
 : -1	-1
> CCCCn1c(N)c(N(CCOC)C(=O)c2cc3c(s2)CCC3)c(=O)[nH]c1=O
 : -9	15
> COc1ccc(-n2nc(C(=O)O)cc2-c2ccccc2)cc1
 : 5	0
> Cc1ccccc1Sc1ccc([N+](=O)[O-])cn1
 : 6	-2
> O=C(CN1CCN(c2ccc(O)cc2)CC1)Nc1ccc(S(=O)(=O)N2CCCC2)cc1
 : 1	0
> CCOc1ccc(OCc2ccc(C(=O)OCc3ccccn3)o2)cc1
 : -3	-8
> Cc1ccc(CNC(=O)c2cccnc2Sc2cccc(Cl)c2)cc1
 : -11	-11
> CCOc1ccccc1-c1cc(-c2ccc(OC)cc2)nc2c1c(=O)n(C)c(=O)n2C
 : -6	27
> CCCc1cc(=O)[nH]c(NCc2ccc(Cl)cc2)n1
 : -2	-47
> COc1ccc(C(=O)OCC(=O)N2CC(=O)Nc3ccccc32)cc1Br
 : -7	-1
> CCOC(=O)C1=C(C)NC2=C(C(=O)CC(C)(C)C2)C1c1ccc(O)c(OCC)c1 (stereo not given)
 : -1	-6
> COc1ccccc1CNC(=O)Nc1cccs1
 : -5	-6
> Cc1cc2ccccc2c(=O)n1CC(=O)NCC(=O)N(C)Cc1ccccc1
 : 0	8
> CC(=O)c1cccc(NC(=O)C(C)OC(=O)C2CCC2)c1 (stereo not given)
 : 1	0
> CC(C)CN(C(=O)COC(=O)CCSc1ccc(F)cc1)c1c(N)n(Cc2ccccc2)c(=O)[nH]c1=O
 : -10	11
> O=C(Nc1cccc(Cl)c1)c1ccc(NC2=NC3CS(=O)(=O)CC3S2)cc1 (stereo not given)
 : 3	1
> O=C(Nc1c(C(=O)N2CCOCC2)cnn1-c1ccccc1)c1ccc([N+](=O)[O-])cc1
 : 10	-4
> O=C(COC(=O)c1nc(Cl)ccc1Cl)c1ccccc1Cl
 : 2	-1
> O=[N+]([O-])c1ccc(N2CCN(S(=O)(=O)c3ccc4ccccc4c3)CC2)cc1NCC1CCCO1 (stereo not given)
 : -3	16
> COc1cc(CN2C[C@@H](CO)O[C@@H](n3cnc4c(NC5CC5)ncnc43)C2)cc(OC)c1OC
 : -1	5
> CCCN(C(=O)c1ccc(N2CCCC2=O)cc1)c1c(N)n(Cc2ccccc2)c(=O)[nH]c1=O
 : -5	11
> Cc1cc(SCNC(=O)c2ccccc2)nc(C(C)C)n1
 : 1	-2
> CCN(CC)S(=O)(=O)c1ccc(NC(=O)COC(=O)c2ccc(Br)o2)cc1
 : -9	3
> N#Cc1cc2c(nc1SC1CCCCC1O)CCCC2 (stereo not given)
 : -5	23
> c1ccc(-c2nc3nc4ccccc4nc3n2Cc2ccco2)cc1
 : 7	0
> CCOc1ccc2nc(NC(=O)CSCC(=O)Nc3cc(C)on3)sc2c1
 : -1	24
> O=C(CCC(=O)c1ccc(Oc2ccccc2)cc1)Nc1cccc(Cl)c1Cl
 : 10	-10
> O=C(Oc1ccc[nH]c1=O)c1ccc(F)cc1
 : 1	0
> O=C(Nc1ccc(NC(=O)c2ccc(Cl)c(S(=O)(=O)N3CCOCC3)c2)cc1)c1ccccc1
 : 39	5
> Cc1cc2oc(=O)cc(C)c2c(=O)o1
 : 9	-12
> Cc1cc(C)cc(NC(=O)c2nccnc2C(=O)O)c1
 : 5	2
> O=C1CCC(=O)N1c1ccc(CSc2nc3ccccc3[nH]2)cc1
 : 3	2
> COc1cc(/C=C2/SC(=O)N(CC(=O)N3CCCC3)C2=O)ccc1Oc1ccc([N+](=O)[O-])cn1
 : 6	-8
> FC(F)C(F)(F)C1=CC(c2cccs2)=NCCN1
 : 4	-12
> CCOc1ccc(C(=O)Cc2ccccc2)cc1
 : 5	5
> Cc1csc(SCC(=O)Nc2ccc(C)c(F)c2)n1
 : -10	1
> Cc1ccc(S(=O)(=O)N2CCN(c3nc(CN4CCCC4)nc4sc(C)c(C)c34)CC2)cc1
 : 15	2
> CC(C)c1ccccc1OCCCCN1CCCCC1
 : 8	0
> COc1ccc2oc(-c3ccccc3[N+](=O)[O-])cc(=O)c2c1
 : -26	23
> CC(NC(=O)CSC(=S)N1CCCC1)c1ccc(S(N)(=O)=O)cc1 (stereo not given)
 : 5	5
> O=C(O)c1ccc(N2N=C(c3ccccc3)CC2c2ccccc2)cc1 (stereo not given)
 : 18	9
> O=C(CSc1ccc(-c2cccs2)nn1)c1cccs1
 : -2	-10
> COC(=O)C1CCN(C(=O)Cc2ccc(C)cc2)CC1
 : -14	9
> CCO[C@@H]1OC(C(N)=O)=C[C@H](c2ccccc2)[C@H]1CCCO
 : -10	11
> O=C(NCC(c1ccco1)N1CCOCC1)C1CCCCC1 (stereo not given)
 : -3	16

(more compounds)
Each structure is followed by: H9c2 TAG inh DAPI viability	H9c2 TAG inh
> COc1cc(Cl)c(CNC[C@H]2O[C@@H](n3cnc(C(N)=O)n3)[C@H](O)[C@@H]2O)c(Cl)c1O
 : -7	7
> Cc1cccc(CCN(Cc2cc3cccc(C)c3[nH]c2=O)C(=O)N2CCOCC2)c1
 : -3	16
> COc1ccc([N+](=O)[O-])cc1NC(=O)c1cncc(Br)c1
 : -4	1
> COc1cccc(C2C3=C(CCCC3=O)Nc3[nH]n(-c4ccccc4)c(=O)c32)c1 (stereo not given)
 : 0	-8
> CC(=O)Nc1cc(C)nn1-c1nc2ccccc2s1
 : -15	11
> CC(=O)Nc1ccc(S(=O)(=O)NCCC(=O)NCCOc2ccccc2)cc1
 : -3	-10
> Cc1cc2cc(NC(=O)c3ccco3)ccc2[nH]1
 : -1	-12
> O=C(c1ccco1)N1CCN(c2ncnc3c2[nH]c2ccc(Br)cc23)CC1
 : 5	-7
> CCN(CC)C(=O)Cn1cc(SCC(=O)NC2CCCC2)c2ccccc21
 : -1	-5
> CCS(=O)(=O)n1nc(-c2ccccc2)nc1SCc1ccccc1
 : -7	-1
> COc1cc(C(=O)NNC(=O)c2cccc(Cl)c2)ccc1OCC(=O)N1CCOCC1
 : 6	-7
> CC(C)n1c(N2CCN(C(=O)Nc3ccc(Cl)cc3)CC2)nc2ccccc21
 : 1	-24
> CC1(C)Cc2c(sc3nn[nH]c(=O)c23)CO1
 : -14	13
> CC(C)Oc1ccc(CNC(=O)C2CCN(C(=O)N3CCOc4ccccc43)CC2)cc1
 : 6	7
> COc1ccc(N(C(=O)c2cnsn2)C(C(=O)NC2CCCCC2)c2ccncc2)cc1 (stereo not given)
 : -10	22
> COc1ccc(-n2nc(C(=O)Nc3ccc4c(c3)OCO4)c3ccccc3c2=O)c(OC)c1
 : 2	-13
> CC(C(=O)Nc1cccc(S(=O)(=O)N2CCOCC2)c1)N1CCN(c2ccc(F)cc2)CC1 (stereo not given)
 : -5	-4
> O=C(COc1ccc(C(=S)N2CCC(Cc3ccccc3)CC2)cc1)N1CCOCC1
 : -5	6
> Cc1noc(C)c1COC(=O)c1cc(F)c(F)cc1Cl
 : 1	1
> NC(=O)CC(NC(=O)Cc1cccc2ccccc12)c1ccc(NC2CCN(Cc3ccccc3)CC2)c([N+](=O)[O-])c1 (stereo not given)
 : 4	0
> CCN(CC)CCCn1c2c(c(SCC(=O)N3CCc4ccccc43)nc1=O)CCC2
 : -20	14
> C=CCn1c(SCc2nc3sc(C(=O)O)c(C)c3c(=O)[nH]2)nnc1-c1ccc(F)cc1
 : 8	-7
> CSc1ccc(CN(C)Cc2nc3ccccc3c(=O)[nH]2)cc1
 : -5	10
> O=C(COC(=O)COc1ccccc1F)Nc1cccc(S(=O)(=O)N2CCCCC2)c1
 : -5	-1
> Cc1ccc2nc(NC(=S)NC(=O)c3ccc(OC(C)C)cc3)sc2c1
 : -3	18
> Cc1ccc(-n2c(C)nn(-c3ncc(C(F)(F)F)cc3Cl)c2=O)cc1
 : 22	-47
> O=C(Nc1cccc([N+](=O)[O-])c1)C1C2/C=C\CCCCC21 (stereo not given)
 : 5	16
> CCN(CC)S(=O)(=O)c1ccc(Cc2ncc(C(F)(F)F)cc2Cl)s1
 : -5	-45
> O=C(c1sccc1Br)N1CCN(Cc2ccc3c(c2)OCO3)CC1
 : 2	-13
> O=C(Oc1ccccc1N1C(=O)CCC1=O)c1ccco1
 : -7	-5
> Cc1cc(C)c(NC(=O)NC(=O)c2ccc(F)cc2)c(C)n1
 : 2	9
> COc1ccc(-c2c(C)nn(-c3ccccc3)c2NC(C)=O)cc1OC
 : 4	3
> C=CCN1C(=O)C2C(C(=O)NC3CCCCC3)C3C=CC2(O3)C1C(=O)NC1CCCC1 (stereo not given)
 : 11	-10
> CC(C)OCCCNC(=O)CCc1nc(-c2ccccc2)no1
 : 6	-3
> Cc1cc(C)n(-c2cccc(Cl)c2)c(=O)c1C#N
 : -6	-12

Source: PubChem
